Screening results: PubChem BioAssay, several laboratories
HIV peptide binding = cell-free HIV fusion peptide-binding blockers – biochemical, uHTS, fluorescence dequenching, primary screen (AID 1986). cell-free peptide binding, fluorescence dequenching, 30 min; higher % means a stronger effect. one-dose inhibition, % at 20 µM; IC50 in µM for titrated hits. 290,000 compounds, 0.3% hits; in the data active = inhibition mostly above about 52%, no sharp cut-off; inactive = mostly below about 76%; note: some results filed as inactive read as strong as hits
NOD2 inhibition = NOD2 signaling inhibitors, cell-based, luminescence, uHTS, HEK293 (AID 1566); HEK293 NOD2/NF-kB luciferase reporter, luminescence; higher % means a stronger effect; one-dose inhibition, % at 4 µM; EC50 in µM for titrated hits; 290,000 compounds, 0.63% hits; note: many of its hits are not listed in these tables
Siah-1 displacement = Siah-1 peptide-binding antagonists, primary screen, biochemical, fluorescence polarization, rhodamine-plectin, uHTS (AID 1817); Siah-1 / rhodamine-plectin peptide fluorescence polarization; higher % means a stronger effect; displacement, % at 20 µM, or IC50 in µM where a hit was titrated; 290,000 compounds, 0.02% hits;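 active = displacement of at least 50% at 20 µM, with a fluorescence ratio check between 0.3 and a set limit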;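 note: plate controls were Siah plus tracer with DMSO for no effect and tracer alone without Siah for full effect; strong numbers were not always called active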
AID2073 = disruptors of CaV2.2 binding to Mint1 – biochemical, HTRF (AID 2073) | HTRF protein-protein interaction, Mint1-CaV2.2; higher % means a stronger effect | one-dose inhibition, % at 20 µM; IC50 in µM for titrated hits | 290,000 compounds, 0.19% hits; in the data active = inhibition mostly above about 51%, no sharp cut-off; inconclusive = no clear call, values can overlap the other calls; inactive = mostly below about 53%; note: some results filed as inactive read as strong as hits
NS5 inhibitors = Dengue-2 NS5 methyltransferase inhibitors, primary screen, biochemical, confirmation dose response (AID 588689); 340,000 compounds, 0.3% hits; inhibition, % at 25 µM; hits with a dose series show IC50 in µM; Dengue-2 NS5 methyltransferase capping enzyme assay, biochemical; higher % means a stronger effect; in the data active = a potency from the dose series; inconclusive = inhibition above about 29% without an active follow-up result
Hep lipid drop = modulators of hepatic lipid droplet formation | AML12 mouse hepatocytes, oleate lipid droplets, BODIPY imaging | inhibition, % at 6.5 µM | 240,000 compounds, 0.4% hits;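 active = lipid droplet intensity inhibited by at least 50%, with more than 500 cells counted; inconclusive = wells with under 300 cells, treated as cytotoxic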
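Material: mouse AML12 hepatocyte cell line, fixed after treatment; Timing: compound with oleate, overnight; Technique: high-content imaging of BODIPY-stained droplets and DAPI nuclei; Probe or stimulus: oleate, 100 µM final; Dosing: compound at 6.5 µM only.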
LYP phosphatase = inhibitors of LYP phosphatase, biochemical, fluorescence intensity, uHTS (AID 1779). recombinant LYP phosphatase, fluorescence intensity; higher % means a stronger effect. inhibition, % at 11.5 µM, or IC50 in µM where a hit was titrated. 290,000 compounds, 0.054% hits;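 note: plate controls were vehicle with enzyme for no effect and no enzyme for full effect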
Myeloid diff 2 = myeloid differentiation induction; ER-HoxA9 myeloid progenitors, lysozyme-GFP differentiation, flow cytometry; 360,000 compounds, 1% hits; AID 624256; calls only at 10 µM;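 active = normalized GFP-positive differentiation at or above the plate's own cutoff, the solvent-only control mean plus 3 SD; inconclusive = no clear call, values can overlap the other calls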;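 note: cells exposed to compound for four days before flow analysis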
XIAP antagonists = small molecules displacing peptide from XIAP – biochemical, IAP family, fluorescence polarization (AID 1018) | one-dose displacement, % at 20 µM; IC50 in µM for titrated hits | XIAP BIR domain, fluorescence polarization peptide displacement; higher % means a stronger effect | 200,000 compounds, 0.007% hits; in the data active = displacement above about 50%; note: a part of the inactive calls stands beside numbers as strong as those of hits
Hep lipid drop cells 6.5 µM = second read-out of Hep lipid drop, no call of its own (marks repeat the call); cell count; measured here: cell count, cytotoxicity flag;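 cells counted across two imaged fields per well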
NS5 inhibitors pilot replicate = also measured in NS5 inhibitors; calls as there; inhibition, %; measured here: pilot screen replicate inhibition
Myeloid diff 2 GFP+ MAC1+ % = further read-out of Myeloid diff 2, marked with its call; GFP+ MAC1+ double positive, %; measured here: differentiation confirmed by MAC1 staining
The depositor's hits bear a star; i = inactive; ? = inconclusive; nt = no result given. Cut-off read from the data, not from the text of the source, unless noted: active = inhibition above about 50%; inactive = the rest. Not all compounds are listed, so the mix of outcomes need not match the whole.

SMILES	HIV peptide binding	NOD2 inhibition	Siah-1 displacement	AID2073	NS5 inhibitors	Hep lipid drop	Hep lipid drop cells 6.5 µM	LYP phosphatase	Myeloid diff 2	Myeloid diff 2 GFP+ MAC1+ %	XIAP antagonists	others
COc1ccc(NC(=O)Cn2nnc(C(=O)Nc3ccc(F)c(Cl)c3)c2N)cc1OC	-0.2%	-26%	1%	52%	2%	36	764	-15%	?	nt	nt
Cc1ccccc1Nc1nc(N)nc(COC(=O)C2CCCCC2)n1	0.3%	-19%	-5%	-10%	-4%	10	478	-8%	i	0.3	-5.7%
CCn1c(-c2cc(-c3cc(C)ccc3C)nc3ccccc23)n[nH]c1=S	0.9%	0%	4%	-5%	-6%	-4	703	-9%	i	0.8	-3.8%
CCc1nc(SCC(=O)Nc2cc(C)on2)c2c(=O)n(C)c(=O)n(C)c2n1	1.0%	-9%	5%	8%	1%	16	655	-2%	i	2.4	-4.2%
CC(C)c1ccc(CN(C(=O)c2cc3ccccc3oc2=O)C2CCS(=O)(=O)C2)cc1 (centres undefined)	2.1%	-5%	-3%	3%	-4%	-2	759	-2%	i	1.1	-0.3%
CC(=O)Nc1ccc(NC(=O)CC(NC(=O)c2ccccc2)c2ccccc2)cc1 (centres undefined)	0.0%	11%	7%	45%	-10%	-15	651	-8%	i	0.7	nt
Cc1cc(C(F)(F)F)nc(SCC(=O)c2cccc([N+](=O)[O-])c2)n1	0.8%	11%	0%	-23%	0%	nt	nt	-3%	i	0.6	-0.8%
O=S(=O)(NC1c2cccc3cccc(c23)C1Sc1ncccn1)c1ccc(Cl)cc1 (centres undefined)	1.5%	5%	3%	13%	-2%	24	660	1%	i	0.3	-6.5%
CC(C)OC(=O)c1c(NC(=O)c2ccco2)sc2c1CCCC2	0.6%	18%	3%	3%	3%	-6	695	-8%	i	1.2	-3.7%
CCOC(=O)N1CCN(S(=O)(=O)c2ccc(F)c(C(=O)Nc3ccc(C(C)C)cc3)c2)CC1	0.8%	8%	2%	6%	-2%	19	650	6%	i	1.1	2.2%
CCOc1cc(NC(=O)c2cnccn2)c(OCC)cc1NC(=O)c1cccc(F)c1	1.1%	-8%	2%	24%	nt	-2	701	-7%	nt	nt	-2.6%
Cc1cc2c(N)cccc2nn1	20%	23%	74%	45%	11%	6	732	-12%	i	0.8	1.4%
Cc1ccc(C(C(=O)NC2CCCCC2)N(C(=O)CCCC(=O)Nc2ccccn2)c2ccc3c(c2)OCCO3)cc1 (centres undefined)	-0.5%	21%	4%	8%	-3%	0	695	-4%	i	0.5	-4.7%
O=C(NCc1ccccc1)c1nc2ccccc2s1	1.4%	-9%	1%	-2%	-2%	5	689	-1%	i	0.5	-3.8%
CCC1CCc2sc(C(=O)N3CCN(c4ccccn4)CC3)cc2C1 (centres undefined)	-1.3%	0%	4%	9%	1%	-14	679	-4%	i	1.3	nt
COc1ccc(N2CCc3c(C)nc4c(OC)cc(OC)cc4c32)c(OC)c1	-0.7%	16%	4%	4%	1%	nt	nt	-6%	i	1.5	-4.0%
COc1cccc(-c2cc(C(F)(F)F)n3nc(C(=O)N4CCCCC4c4cccnc4)cc3n2)c1 (centres undefined)	-1.4%	22%	-4%	25%	-2%	9	712	0%	i	0.9	-5.1%
COc1cc2c(C)nc3c(cnn3-c3ccccc3)c2cc1OC	0.9%	-41%	15%	-3%	3%	8	652	-4%	i	0.7	-4.4%
O=C(c1ccccn1)N1CCCC(N2CCN(c3ccccc3)CC2)C1 (centres undefined)	-1.2%	-19%	14%	31%	-9%	-3	719	-12%	i	1.0	nt
COCCNC(=S)N(CCc1c(C)[nH]c2ccccc12)Cc1ccco1	0.6%	5%	4%	?	-12%	-38	665	-2%	i	0.6	-2.2%
Cc1ccc(C(=O)NCC(=O)Nc2cccc(S(=O)(=O)NC3=NCCCCC3)c2)cc1C	-1.1%	14%	22%	1%	-1%	-7	685	-2%	i	0.2	-5.7%
COc1ccc(OC)c(C(c2c(O)nc(SC)[nH]c2=O)c2c(O)nc(SC)[nH]c2=O)c1	-1.7%	8%	5%	9%	14%	9	836	-9%	i	0.7	nt
O=C(Cn1nc(-c2cccc(Cl)c2)ccc1=O)Nc1cccnc1	-1.3%	6%	3%	0%	-3%	nt	nt	-12%	i	0.9	-7.6%
COc1cc(C2CC(=O)c3cnc(N)nc3C2)cc(OC)c1OC (centres undefined)	1.0%	7%	0%	3%	-7%	3	810	-2%	i	2.1	0.7%
O=C(Nc1ccc2snnc2c1)N1CCCCC1	-0.1%	3%	1%	0%	-1%	-4	710	-5%	i	0.2	-0.7%
CCS(=O)(=O)c1ccc2c(c1)N(S(C)(=O)=O)CC(C(=O)NCCOC)O2 (centres undefined)	-2.4%	4%	6%	-3%	3%	nt	nt	-3%	i	0.3	-3.1%
COC(=O)CSc1cc(C)nc(SC)n1	-0.2%	14%	3%	6%	-6%	-3	764	-11%	i	1.4	-2.3%	NS5 inhibitors pilot replicate=-4.9
O=C(NCCS(=O)(=O)N1CCN(c2ccc(F)cc2)CC1)C1CC(=O)N(c2ccccc2)C1 (centres undefined)	-0.1%	23%	8%	14%	-10%	-10	707	-10%	i	1.8	nt
Cc1[nH]n(C(N)=S)c(=O)c1N=Nc1ccc2ccccc2c1	13%	-80%	0%	9%	17%	17	659	1%	i	0.1	0.0%
Cc1cc(NC(=O)CSc2nnc(Cc3cccn3C)n2CCc2ccccc2)no1	2.4%	0%	14%	-6%	-2%	6	620	-2%	i	3.1	-4.3%
Cc1ccccc1NC(=O)C1CCC(C)(C(=O)O)C1(C)C (centres undefined)	1.6%	2%	-1%	11%	0%	-5	836	-4%	nt	nt	-7.8%
CC(C(=O)N1CCc2ccccc21)n1cccc1 (centres undefined)	-2.3%	13%	-1%	2%	-3%	-1	753	-4%	i	1.1	-20%
COc1cc(S(=O)(=O)N2CCN(c3ccc(F)cc3)CC2)ccc1Cl	8.3%	5%	0%	8%	-4%	nt	nt	7%	i	0.4	-4.1%
COc1ccc2c(c1)cc(C)c1nnc(SCC(=O)N(C)c3nc(-c4ccccc4)cs3)n12	0.0%	15%	2%	6%	-5%	nt	nt	-4%	i	1.3	-5.2%
COc1ccc(NC2CC(=O)NC2=O)cc1 (centres undefined)	-1.3%	10%	0%	2%	-1%	nt	nt	-1%	i	0.5	-1.3%
Cc1cc(C(=O)N/N=C/C=C/c2ccccc2)c(C)o1	-0.1%	-2%	5%	-2%	-2%	-14	605	2%	i	0.3	-2.5%
Clc1cnc(N/N=C/c2ccco2)c(Cl)c1	18%	-65%	-4%	1%	-9%	-38	670	-1%	i	0.7	-9.8%
COc1ccc(C(=O)CC(=O)Nc2ccc([N+](=O)[O-])cc2)cc1	-2.0%	23%	8%	3%	nt	nt	nt	-4%	i	0.5	nt
CCCc1cc2c(cc1NC(=O)c1ccco1)OCO2	0.1%	17%	-1%	-6%	2%	-10	667	-5%	i	0.4	-1.1%
CN=c1scc(C)n1/N=C/c1ccc(O)c(O)c1O	-2.1%	2%	14%	32%	14µM*	4	774	-1%	i	3.9	0.1%
Cn1c(C(=O)N2CCN(C3CCCCC3)CC2)cc2c(=O)n(C)c3ccccc3c21	-1.9%	8%	1%	-1%	nt	nt	nt	-3%	nt	nt	-2.4%
Cc1ccccc1C(=O)NC1CCN(C(=O)Nc2ccccc2Cl)CC1	-0.3%	-5%	0%	-6%	-5%	-2	759	-7%	i	0.1	-2.2%
O=c1[nH]c2ccccc2n1CCCOc1ccccc1	-4.8%	-15%	-1%	4%	10%	nt	nt	-6%	i	2.3	0.0%
Cc1oc2c(cc(NS(=O)(=O)c3ccc(Cl)cc3)c3ccccc32)c1C(=O)O	47%	13%	10%	4%	14%	-6	635	-5%	i	0.7	nt
Cc1c(C(=O)NCCC2=CCCCC2)sc2ncnc(N3CCCCC3C)c12 (centres undefined)	-0.7%	-9%	-4%	9%	0%	-22	686	0%	i	0.8	nt
O=C(OCc1cccc([N+](=O)[O-])c1)c1ccncc1	-1.7%	5%	0%	-3%	1%	6	700	-5%	i	0.4	-7.9%
CCN(CC)C(=S)SCC(=O)c1ccc(Br)cc1	2.2%	4%	-2%	-18%	-9%	1	757	-4%	i	0.4	-6.0%
O=c1[nH]c(N2CCOCC2)nc2ncn(Cc3ccccc3)c12	1.5%	-11%	1%	-3%	1%	-1	771	-1%	i	1.0	1.7%	NS5 inhibitors pilot replicate=-0.9
CCCn1c(=O)[nH]c(=O)c2[nH]cnc21	-0.3%	0%	0%	1%	-4%	26	682	-3%	i	3.7	-4.7%
O=C(CSc1nnc(CNC(=O)c2ccco2)o1)Nc1ccc(Cl)cc1	0.8%	-17%	-2%	-3%	-3%	2	761	-3%	i	3.1	nt
Cc1cc(OCC(=O)N(C(C)C)C(C)C)cc(C)c1Br	-0.8%	0%	-1%	-8%	-7%	2	737	2%	i	0.1	-12%
COc1ccc(-c2ccc(C(=S)N3CCN(C(C)=O)CC3)o2)cc1	-1.5%	12%	4%	46%	-5%	nt	nt	-2%	i	4.7	-0.8%
CCOC(=O)C1C(=O)NC(c2ccccc2)=NC1c1ccc(F)cc1 (centres undefined)	-0.2%	11%	0%	6%	-11%	nt	nt	-6%	i	2.1	-3.2%
O=[N+]([O-])c1cccnc1Sc1ccc(Cl)cc1	0.0%	7%	-3%	12%	-4%	nt	nt	4%	i	1.1	nt
O=C(CCCc1ccccc1)Nc1ccnn1C1CCN(Cc2ccc(Cl)cc2)CC1	-1.7%	25%	1%	4%	-7%	-14	680	-10%	i	4.5	nt
CCOC(=O)N1CCC(N2C(=O)c3ccccc3C2Nc2cc(C)cc(C)c2)CC1 (centres undefined)	-0.9%	4%	11%	1%	-5%	-1	704	-6%	i	0.5	nt

Ordered by number of heavy atoms (ascending): part of the list above.
SMILES	HIV peptide binding	NOD2 inhibition	Siah-1 displacement	AID2073	NS5 inhibitors	Hep lipid drop	Hep lipid drop cells 6.5 µM	LYP phosphatase	Myeloid diff 2	Myeloid diff 2 GFP+ MAC1+ %	XIAP antagonists	others
CCN(CC)C(=S)SCC(=O)c1ccc(Br)cc1	2.2%	4%	-2%	-18%	-9%	1	757	-4%	i	0.4	-6.0%
O=C(CSc1nnc(CNC(=O)c2ccco2)o1)Nc1ccc(Cl)cc1	0.8%	-17%	-2%	-3%	-3%	2	761	-3%	i	3.1	nt
Cn1c(C(=O)N2CCN(C3CCCCC3)CC2)cc2c(=O)n(C)c3ccccc3c21	-1.9%	8%	1%	-1%	nt	nt	nt	-3%	nt	nt	-2.4%
